NPYLR7 ag – activates Aedes aegypti NPYLR7 receptor; HEK293T NPYLR7/Galpha15, GCaMP6s calcium fluorescence; AID 1259423; 270,000 compounds, 0.15% hits; activation, % at 10 µM; in the data active = activation above about 40%;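 also: 0% = vehicle and 100% = reference agonist at the receptor; some compounds past the cut are filed as inactive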
mcGAS lum – mouse cGAS inhibition by luminescence. recombinant cGAS, Kinase-Glo ATP depletion luminescence. inhibition, % at 12.5 µM. 160,000 compounds, 0.15% hits. AID 1259399;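 also: 0% = negative control wells and 100% = reference inhibitor with no enzyme activity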
hcGAS inh – blocks human cGAS activity. Q8N884. recombinant h-cGAS, ATP depletion, Kinase-Glo luminescence. inhibition, % at 12.5 µM. 290,000 compounds, 0.081% hits. AID 1259398;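 also: 0% = vehicle reaction and 100% = reaction without DNA for no activity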
Target sequence (Q8N884 whole entry, looked up): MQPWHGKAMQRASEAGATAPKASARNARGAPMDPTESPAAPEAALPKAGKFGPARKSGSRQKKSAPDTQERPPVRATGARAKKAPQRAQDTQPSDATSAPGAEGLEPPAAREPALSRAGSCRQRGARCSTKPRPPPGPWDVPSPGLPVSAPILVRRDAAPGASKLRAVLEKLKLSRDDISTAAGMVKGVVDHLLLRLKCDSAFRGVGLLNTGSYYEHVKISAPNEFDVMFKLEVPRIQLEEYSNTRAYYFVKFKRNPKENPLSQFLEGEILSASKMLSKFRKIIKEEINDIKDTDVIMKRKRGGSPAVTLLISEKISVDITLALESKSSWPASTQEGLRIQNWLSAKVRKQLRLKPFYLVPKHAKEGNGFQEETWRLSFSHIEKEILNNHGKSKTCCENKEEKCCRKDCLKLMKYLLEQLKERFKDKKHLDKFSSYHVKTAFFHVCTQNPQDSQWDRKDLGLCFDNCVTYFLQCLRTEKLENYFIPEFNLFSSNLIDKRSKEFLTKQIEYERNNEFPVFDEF
Active calls of the source: *; x = no result given; & = joins results of further samples. Rule as the data show it, unless noted: active = inhibition above about 40%; inactive = the rest.

Every second line gives: NPYLR7 ag, hcGAS inh, mcGAS lum
1. COC(=O)C(CC(=O)c1ccc(C)cc1)n1cccn1 (stereo unspecified)
    1, -4, -5
2. COc1ccc(/C=C/C(=O)N2CCCC2c2ccncc2)c(OC)c1 (stereo unspecified)
    -1, -4, x
3. Cc1ccc(NC(=O)C(C)N2CCN(Cc3ccsc3)CC2)cc1 (stereo unspecified)
    1, 2, x
4. CCc1nc2n(n1)C(=O)C(C(c1ccc(Br)cc1)N1CCC(O)CC1)S2 (stereo unspecified)
    -3, -6, -10
5. CNC(=O)N1CCC(C2CCN(C(=O)c3cc(C)n(CCOC)c3C)C2)CC1 (stereo unspecified)
    x, 4, 1
6. COc1cc(Cl)ccc1C(=O)NCc1cc(C(C)C)no1
    6, -11, x
7. O=C(CSc1nnc2ccc(-c3cccc([N+](=O)[O-])c3)nn12)Nc1nccs1
    -11, -7, -8
8. COCCCN(Cc1cccc(F)c1)Cc1ccc(C(O)(c2cccc(F)c2)c2cccc(F)c2)o1
    4, 0, 3
9. CN(C)CCCN(C(=O)c1ccc2ncsc2c1)c1nc2ccc(Br)cc2s1
    3, -1, -6
10. O=C(O)C1C2C=CC3(CN(C4CCCCC4)C(=O)C13)O2 (stereo unspecified)
    1&11, -2&-5, -4
11. COc1ccccc1CCNC(=O)CN1CN(c2ccccc2)C2(CCN(C(=O)Nc3ccc(C#N)cc3)CC2)C1=O
    x, -8, -5
12. Cc1ccc2[nH]c(CN3CC=CCC3)nc2c1C
    13, -6, -12
13. O=C(N[C@@H]1CCCCC1NC(=O)[C@H]1CCCN1S(=O)(=O)c1cccc2ccccc12)c1ccc(F)cc1 (stereo partly specified)
    22, -10, -10
14. Cc1ccc2[nH]c3c(c2c1)CN(C(=O)C1CCCN(CC(N)=O)C1)CC3 (stereo unspecified)
    12, -4, x
15. O=C(Oc1coc(CSc2ncccn2)cc1=O)c1cccc(Cl)c1
    -12, -6, -6
16. Cc1ccc(-c2cn(-c3ccc(C)cc3)c(=N)s2)cc1
    17, -3, x
17. CCC(NC(=O)CSc1nnc(N)s1)c1ccnn1C (stereo unspecified)
    10, -5, x
18. CCC1(CC)NC(=O)N(CC(=O)O)C1=O
    1, -6, -8
19. COc1ccc(NC(=O)CCN(c2nc(C3CC3)nc3cc(Cl)ccc23)C2CCCCC2)cc1
    19, -3, -8
20. COCCN(CC1CCN(Cc2ccccc2F)CC1)C(=O)c1ccnc2ccc(C)cc12
    -3, 5, -1
21. O=C(/C=C\c1ccc2c(c1)OCO2)Nc1c2c(nn1CC(=O)NCC1CCCO1)CSC2 (stereo unspecified)
    -7, -5, -8
22. Cc1cc(C)c(-c2cc(NCCO)nc(N)n2)c(C)c1
    10, -7, x
23. COc1cc(=O)n(-c2ccccc2C)nc1C(=O)Nc1ccc(Oc2ccccc2)cc1
    -8, 0, -1
24. c1cc2occc2c(N2CCN(Cc3nc4c(s3)CCCC4)CC2)n1
    2, -5, x
25. Cc1cnc(C(=O)N2CCCC(CCc3cccc(F)c3)C2)cn1 (stereo unspecified)
    6, -6, x
26. NC(=O)c1ccc(Nc2ncnc3sc4c(c23)CCCC4)cc1
    8, -6, x
27. CC(=O)Nc1ccc(S(=O)(=O)N2CCc3nc(-c4ccccc4)nc(N4CCCCC4)c3C2)cc1
    13, -7, -6
28. CSCCCNC(=O)c1cc2c(s1)-c1ccccc1OC2
    21, -1, -4
29. O=C(COc1ccc(Cl)cc1)Nc1nnc(SCCCOc2ccccc2)s1
    -4, -5, -3
30. CC(C)C(NC(=O)Cc1ccccc1)C(=O)N(C)Cc1ccc(F)cc1F (stereo unspecified)
    0, -4, x

5 structures from above, ordered by molar mass, ascending:
Every second line gives: NPYLR7 ag, hcGAS inh, mcGAS lum
22. Cc1cc(C)c(-c2cc(NCCO)nc(N)n2)c(C)c1
    10, -7, x
16. Cc1ccc(-c2cn(-c3ccc(C)cc3)c(=N)s2)cc1
    17, -3, x
17. CCC(NC(=O)CSc1nnc(N)s1)c1ccnn1C (stereo unspecified)
    10, -5, x
26. NC(=O)c1ccc(Nc2ncnc3sc4c(c23)CCCC4)cc1
    8, -6, x
21. O=C(/C=C\c1ccc2c(c1)OCO2)Nc1c2c(nn1CC(=O)NCC1CCCO1)CSC2 (stereo unspecified)
    -7, -5, -8

Further results
Every second line gives: NPYLR7 ag, hcGAS inh, mcGAS lum
31. CCCN(CC(=O)Nc1cc(C(C)(C)C)nn1-c1cccc(C)c1C)C(=O)Cc1ccc(OC)cc1
    11, -4, -4
32. O=c1c(O)c(-c2ccccc2)oc2ccccc12
    -3, -2, x
33. COc1ccc(F)c(-c2nc(Cn3ncc4cccnc43)c(C)o2)c1
    22, -2, x
34. Cc1cc(C)c(C(=O)N2CCC3(CCCN(CCc4ccccc4)C3)C2)[nH]1 (stereo unspecified)
    10, -6, -8
35. O=C(NCc1ccc2c(c1)OCO2)c1cccnc1Nc1cccc(Cl)c1
    -4, -6, -6
36. COC(=O)NC1(c2ccccc2)CCCC1
    5, 1, x
37. COc1ccc2c(c1)OC1(O)COc3cc(OC)c(OC)cc3C1=C2 (stereo unspecified)
    -8, -4, -4
38. CCc1nc2n(n1)C(=O)C(C(c1cccs1)N1CCCC(C)C1)S2 (stereo unspecified)
    -1, -6, -8
39. Cc1cnc(C)c(N2CCN(Cc3ccc(-c4ccn[nH]4)o3)CC2)n1
    -2, -3, x
40. CCc1ccc2ncc(S(=O)(=O)c3ccccc3)c(N3CCC4(CC3)OCCO4)c2c1
    -7, -4, -6
41. COc1cc2c(cc1OC)C(CNC(=S)Nc1cccc(C)c1)N(Cc1cccc(C)c1)CC2 (stereo unspecified)
    8, -13, -7
42. CCNS(=O)(=O)c1ccc2c(c1)N(C(=O)c1occc1C)CC2
    7, -8, x
43. Cc1cc(=O)[nH]c(-n2nc(C)c(CCC(=O)NCc3ccccn3)c2C)n1
    12, 0, x
44. CCOc1ccccc1NC(=O)N1CCC2(CC1)SCCN2C(=O)c1ccc(C)cc1
    -2, 1, 2
45. COc1ccc(C)cc1N=Nc1ccc(O)c2c1ccc[n+]2[O-]
    1, -6, -6

Profiles, quoted from the list. Screens in order: NPYLR7 ag | hcGAS inh | mcGAS lum
Entry for `CC(C)C(NC(=O)Cc1ccccc1)C(=O)N(C)Cc1ccc(F)cc1F` (stereo unspecified) → 0 | -4 | x
Entry for `Cc1cnc(C)c(N2CCN(Cc3ccc(-c4ccn[nH]4)o3)CC2)n1` → -2 | -3 | x
Entry for `Cc1ccc(-c2cn(-c3ccc(C)cc3)c(=N)s2)cc1` → 17 | -3 | x
Entry for `c1cc2occc2c(N2CCN(Cc3nc4c(s3)CCCC4)CC2)n1` → 2 | -5 | x
Entry for `O=C(N[C@@H]1CCCCC1NC(=O)[C@H]1CCCN1S(=O)(=O)c1cccc2ccccc12)c1ccc(F)cc1` (stereo partly specified) → 22 | -10 | -10

Following part.
Every second line gives: NPYLR7 ag, hcGAS inh, mcGAS lum
46. CC(C)CN1C(=O)CC(=O)NC1SCC(=O)N1CCCc2ccccc21 (stereo unspecified)
    12, -6, x
47. Cc1cnn(-c2cc(C(F)(F)F)nc(-c3ccccc3)n2)c1
    1, -4, -8
48. CC(=O)Nc1ccc(Nc2ccc(-n3nc(C)cc3C)nn2)cc1
    -3, -6, -8
49. O=c1[nH]c(CN2CCN(S(=O)(=O)c3cc(F)ccc3F)CC2)nc2cc(Cl)ccc12
    2, -4, -4
50. O=C(NC1CC1)C(=O)N1CCN(CC(F)F)CC1
    1, -9, x
51. CCOC(=O)CN(C(=O)COc1ccccc1)[C@@H]1C[C@@H]2CO[C@H](C(C)C)C[C@@H]2C1
    17, -2, -5
52. CCN(CC)C(=O)/C(NC(=O)c1ccccc1)=C(/Sc1ccccn1)c1ccccc1
    9, 0, x
53. CC(C(=O)NCc1ccco1)n1c(=O)n(Cc2ccccc2)c(=O)c2ccc(Cl)cc21 (stereo unspecified)
    -1, -2, 0
54. COc1ccc(CCN(C)C2CCCN(Cc3nc4ccc(F)cc4[nH]3)C2)cc1OC (stereo unspecified)
    7, -10, x
55. OC[C@@H]1CN2CCN(Cc3ccccc3)C[C@@H]2[C@H]1c1ccccc1
    6, -9, 1
56. CC(C)(C)n1ncc2c(=O)n(NC(=O)c3ccc(S(=O)(=O)N4CCCC4)cc3)cnc21
    2, -9, x
57. Cc1ncoc1C(=O)N1CCOC(Cc2cccc(C(F)(F)F)c2)C1 (stereo unspecified)
    8, 2, x
58. Cc1cc(OCC(=O)N(C)Cc2ccc(N3CCOCC3)cc2)ccc1Cl
    3, -3, x
59. CC1(C(=O)NCc2ccc(Cl)cc2)CCN1C(=O)C1(c2ccc(Cl)cc2)CC1 (stereo unspecified)
    -2, -2, -4
60. Cn1ccnc1-c1ccc(N2CCC(C(N)=O)(N3CCCCC3)CC2)nn1
    7, -4, x
61. CC1(C)CC(=O)C2C(=Nc3ccccc3NC2c2ccccc2O)C1 (stereo unspecified)
    -9, -2, -5
62. O=c1ccc(-c2ccccc2)nn1CCNS(=O)(=O)c1ccc(Oc2ccccc2)cc1
    -1, -6, -8
